CFTR F508del cor – CFTR F508del correction in bronchial cells | CFBE cells, YFP halide quenching; stimulated with forskolin plus potentiator P3; % fluorescence drop versus neutral controls | activity (quench increase), % at 7.58 µM | hit rate 0.36% among 350,000;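 active = mean added fluorescence quench of at least 8% versus neutral control, with both replicates also reaching 8%; inconclusive = only one of the mean or replicate conditions met; inactive = mean below 8% and not both replicates reaching 8%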;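 note: cells transiently co-express mutant CFTR-F508del with the halide-sensitive YFP; corrector assay measuring rescue of mutant channel to the surface after 24 h compound exposure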
EWS-Fli inh – inhibitors of EWS/Fli oncoprotein transcriptional activity | AID 651661 | hit rate 0.67% among 350,000 | inhibition, % at 12.6 µM | A673 NR0B1-luciferase reporter, viability-normalised;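 active = mean inhibition of at least 50% after viability correction, with every replicate also passing that limit; inconclusive = mean reaches 50% but only one of two replicates passes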;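 note: firefly luciferase signal divided by Alamar Blue viability fluorescence both relative to DMSO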
DENV2 CPE – protects cells from dengue virus 2 cytopathic effect | DENV2-infected cells, cytopathic effect rescue, plate reader | CPE inhibition, % at 9.99 µM | hit rate 1.7% among 350,000 | AID 651640; in the data active = CPE inhibition above about 20%, passing the limit was not always enough; inconclusive = no clear call, values can overlap the other calls; tested in BHK-21 cells;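 note: 0% = median of neutral control wells and 100% = median of positive control wells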
FN deposition inh – fibronectin deposition inhibition. AH1F fibroblasts, Alexa488-fibronectin deposition fluorescence, overnight. inhibition, % at 12.6 µM. hit rate 0.086% among 350,000. AID 743247;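 active = mean inhibition across replicates of 30% or more, regardless of how many single replicates reach that level; inconclusive = mean under 30% yet at least half of replicates reach 30%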;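 note: positive control wells lacked labelled fibronectin entirely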
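Material: AH1F fibroblasts assembling fluorescent fibronectin matrix; amount: 10000 AH1F cells/well; medium: DMEM, 2% serum; reagent: Alexa488-fibronectin, 24 nM final in well; dosing: single compound dose, delivered by pin transfer; incubation: 1 h adhesion, overnight exposure; detection: fluorescence after three HBSS washes, excitation 485 nm, emission 525 nm; measure: fibronectin deposition inhibition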
PAX8 reporter – PAX8 transcriptional activity inhibition | RMG-I TPO-luciferase reporter, SteadyGlo, 24 h | inhibition, % at 12.6 µM | hit rate 1.2% among 360,000 | AID 652154;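 active = mean replicate inhibition at least 60% with every replicate also reaching 60%; inconclusive = only one of the two criteria is met; inactive = mean below 60% and not all replicates reaching 60%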;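 note: luciferase light reporting Pax8 driven TPO promoter activity; plate controls were median of neutral control wells for no effect and mitoxantrone controls for full effect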
miR-122 sensor – inhibitors of miR-122 in Huh7 cells | Huh7 miR-122 Renilla luciferase sensor, 48 h; neutral wells = 0, positive control = 100 | activation (reporter increase), % at 12.5 µM | hit rate 0.3% among 340,000 | AID 602342;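 active = mean replicate activation score at least 90 and every replicate individually at or above 90; inconclusive = only one of the two criteria met; inactive = neither criterion met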;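 note: higher luciferase means less miR-122 activity so hits act as miR-122 inhibitors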
GSIS activator – GLuc luminescence reporter in INS-1E cells, primary screen for activators of glucose-dependent secretion of insulin; hit rate 0.61% among 370,000; INS-1E GLuc reporter insulin secretion, 2-3 h; activation, % at 16.6 µM;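 active = lowest replicate activation of at least 40%, so every replicate reaches that level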;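 note: 0% = median of neutral control wells and 100% = median of IBMX positive control wells; some compounds called inactive have numbers as strong as hits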
Starred values were filed as active, the others as inactive; u = inconclusive; x = not tested or not shown; [ ] = dose if it differs, or a comment.

No. | Compound | miR-122 sensor | DENV2 CPE | PAX8 reporter | GSIS activator | CFTR F508del cor | FN deposition inh | EWS-Fli inh
1 | Cc1ccc(Nc2cccc(C(F)(F)F)c2)nn1 | x | -1.1 | -2.9 | -4.0 | -2.4 | -1.9 | -19.2
2 | Cc1nc2sc(C(N)=O)c(N)c2c(C)c1CC(=O)c1ccccc1 | -4.2 | 0.1 | -99.7 | -3.0 | -2.6 | 12.8 | -84.7
3 | Cc1ccc(S(=O)(=O)N2[C@@H](c3cccc(Cl)c3)C(C(=O)O)=CC[C@H]2c2cccs2)cc1 | x | -4.7 | 0.9 | -7.0 | 1.8 | -27.0 | -12.8
4 | Cc1ccccc1OCC(=O)NN1C(=O)C2C3C=CC(O3)C2C1=O (stereo not drawn) | 0.9 | -0.3 | -11.4 | 21.2 | -1.6 | 1.8 | 5.3
5 | COC(=O)c1cc(S(=O)(=O)Nc2nn(C)c3ccccc23)oc1C | 32.0 | 0.0 | -1.4 | 20.7 | 2.0 | -1.2 | -1.7
6 | O=C(c1cccc(C(F)(F)F)c1)N1CCN(S(=O)(=O)c2ccc(Cl)s2)CC1 | x | 0.3 | x | -55.6 | 2.6 | -8.1 | x
7 | COC(=O)c1cc(C#N)c(OC(C)C)nc1C | x | -0.3 | 5.9 | 7.0 | -0.2 | 9.4 | -2.6
8 | C[C@@H]1CN([C@H](C)CO)C(=O)c2cc(NC(=O)Cn3cnnn3)ccc2O[C@H]1CN(C)C(=O)NC1CCCCC1 | 0.5[16.7 µM] | 11.4 | x | 6.7 | -1.2 | -5.7 | 0.4

Entries by screen from above:
EWS-Fli inh for entries 1–8, in order: -19.2, -84.7, -12.8, 5.3, -1.7, x, -2.6, 0.4

More records follow.
No. | Compound | miR-122 sensor | DENV2 CPE | PAX8 reporter | GSIS activator | CFTR F508del cor | FN deposition inh | EWS-Fli inh
9 | CN1C(=O)/C(=C\c2ccco2)N=C1c1ccc(Cl)cc1Cl | x | 1.1 | -6.0 | -30.0 | -1.4 | -1.1 | -1.1
10 | CC1CCN(S(=O)(=O)c2nnc(NC(=O)COc3ccccc3F)s2)CC1 | -5.2 | -5.7 | -15.2 | x | -5.7 | 1.7 | 9.3
11 | CCCN(C(=O)c1nc2nc(C)cc(C)n2n1)c1c(N)n(Cc2ccccc2)c(=O)[nH]c1=O | x | -9.4 | -6.3 | 1.7 | 5.0 | 2.1 | 1.0
12 | O=C(C[C@H]1C[C@H]2c3cc(NC(=O)Nc4ccccc4)ccc3O[C@H]2[C@H](CO)O1)NCc1cccc(F)c1 | -2.9[16.7 µM] | u | -0.7 | -3.8 | 4.6 | -11.1 | -2.0
13 | Cc1nnc(SCC(=O)Nc2ccc(F)cc2)n(N)c1=O | 2.0 | -2.6 | 2.4 | 27.5 | -0.7 | -3.3 | -11.3
14 | Nn1c(SCC(=O)NC2CCCCC2)nnc1-c1ccccc1 | -5.1 | x | 8.5 | x | x | -3.9 | x
15 | C[C@H](CO)N1C[C@H](C)[C@H](CN(C)C(=O)Cc2ccncc2)Oc2cc(-c3cncnc3)ccc2S1(=O)=O | 2.3[16.7 µM] | 8.9 | -9.9 | 22.3 | 0.4 | x | -30.3
16 | CCCNC(=O)C[C@@H]1CC[C@H]2[C@@H](COC[C@@H](O)CN2C(=O)c2ccccn2)O1 | 1.0[16.7 µM] | -4.9 | 0.6 | 7.8 | -0.4 | -5.3 | 7.3
17 | S=C(N/N=C/c1ccccc1Cl)Nc1cccc(Cl)c1Cl | x | -4.7 | 8.9 | x | -0.6 | -6.8 | 17.4
18 | Cc1cc(C(F)(F)F)c2c(C)nn(-c3ccccc3)c2n1 | 4.3 | -3.3 | 0.1 | x | -1.0 | -3.6 | -3.6
19 | Cc1cc(Br)c(NC(=O)CN2C(=O)NC3(CCOc4ccccc43)C2=O)c(Br)c1 (stereo not drawn) | -2.5 | 0.4 | 2.2 | -8.5 | -2.2 | -0.1 | 6.4
20 | CCOC(=O)c1c(CNc2ccncc2)n(C)c2cc(Br)c(O)cc12 | x | 2.1 | -6.1 | -27.9 | -1.1 | -19.5 | 9.2
21 | C[C@H](CO)N1C[C@H](C)[C@@H](CN(C)C(=O)CN(C)C)Oc2ncc(-c3ccc(F)cc3)cc2C1=O | -1.1[16.7 µM] | 0.1 | x | 4.1 | -2.1 | -1.2 | 9.0
22 | Cc1noc(C)c1NC(=O)N(C)C[C@H]1Oc2ccc(NS(C)(=O)=O)cc2C(=O)N([C@H](C)CO)C[C@@H]1C | -0.7[16.7 µM] | -3.2 | x | -14.7 | -0.7 | x | -8.6
23 | CCN(C(=O)CSc1nnc(Nc2ccc(OC)cc2)s1)C1CCS(=O)(=O)C1 (stereo not drawn) | 32.8 | 2.8 | 2.7 | 3.9 | 1.8 | 15.9 | 5.4
24 | CC1CCCCC1NC(=O)c1cc(S(=O)(=O)N2CCOCC2)ccc1Cl (stereo not drawn) | 0.0 | -0.7 | 9.8 | 34.8 | -1.0 | 2.2 | 1.9
25 | CC(NC(=O)Nc1ccc(Cl)cc1)c1ccc2c(c1)OCO2 (stereo not drawn) | 1.7 | 7.9 | 18.3 | -5.7 | 2.7 | x | x
26 | O=C(C[C@@H]1C[C@H]2c3cc(NC(=O)c4cccnc4)ccc3O[C@H]2[C@@H](CO)O1)NCc1cc(F)ccc1F | 3.4[16.7 µM] | 3.1 | -30.8 | 12.6 | 1.4 | -23.9 | 1.4
27 | CN(CC(=O)NCCCN1CCOCC1)S(=O)(=O)c1cc(Cl)ccc1Cl | x | 5.8 | -6.7 | 20.9 | 0.4 | 1.7 | 2.8
28 | C/C(CC(=O)Nc1ccc(C)c(Cl)c1)=N\NC(=O)C1CCCCC1 | x | -5.9 | 11.4 | 6.5 | 0.7 | 2.9 | 1.2
29 | Cc1ccc(OCC(=O)N/N=C/c2ccncc2)cc1C | x | u | 4.9 | x | -2.2 | -7.2 | 1.9
30 | COCCN(Cc1ccccc1)C(=O)c1cccc(S(=O)(=O)N2CCN(c3ccccc3)CC2)c1 | 4.5 | -4.8 | 3.2 | -39.7 | 1.4 | -3.9 | 10.8
31 | CSc1nsc(NN)n1 | 9.6 | -0.9 | -1.6 | x | -0.3 | 8.1 | -26.4
32 | O=C(O)C[C@H]1CC[C@@H](NC(=O)c2ccccc2F)[C@H](CO)O1 | x | 11.6 | -30.8 | -3.5 | 4.1 | -22.5 | -4.2
33 | C[C@H](NC(=O)C[C@@H]1C[C@@H]2c3cc(NC(=O)NC4CCCC4)ccc3O[C@@H]2[C@@H](CO)O1)c1ccccc1 | 6.5[16.7 µM] | 8.1 | 13.6 | -9.9 | -4.7 | -5.3 | 8.3
34 | COc1cccc(Cn2c(C(C)n3c(C)nc4ccccc43)nc3ccccc32)c1 (stereo not drawn) | x | 10.9 | -25.9 | -14.6 | -0.5 | -14.4 | 0.2
35 | Cc1ccc(N2CC(C(=O)NCCS(=O)(=O)N3CCN(c4ccccc4F)CC3)CC2=O)cc1 (stereo not drawn) | -10.1 | -3.9 | -9.7 | 23.9 | 1.0 | -12.0 | x
36 | COc1ccc(NC(=O)Cc2ccc(C)cc2)cc1S(=O)(=O)N1CCCCC1 | x | -3.6 | 2.3 | -16.9 | 4.5 | 4.4 | -4.0
37 | COc1ccccc1C(=O)Nc1ccc2nc(SCC(=O)N(C)C)sc2c1 | x | x | -24.5 | 14.3 | x | 5.0 | x
38 | O=C(Nc1ccccc1NC(=O)c1ccccc1F)c1ccccc1F | 4.3 | 3.3 | -3.5 | 17.0 | -0.5 | -3.7 | -3.8
39 | O=C(C1CCCC1)N1CC(=O)N2[C@H](CO)[C@@H](c3ccc(C#CC4CCCC4)cc3)[C@H]2C1 | x | 5.8 | 13.7 | -20.6 | 0.4 | x | -3.2
40 | O=C1c2ccccc2NC(c2cccc(F)c2)N1Cc1ccccc1 (stereo not drawn) | 21.0 | 17.8 | -10.8 | 0.6 | 4.4 | 13.2 | 16.0
41 | Cc1ccsc1C1Nc2ccccc2C(=O)N1O (stereo not drawn) | -4.6 | 2.5 | -6.8 | 4.0 | x | -10.5 | 0.8
42 | CCCn1c2c(c(=N)c3c1CCC3)CCCC2 | 0.6 | x | 42.1 | -30.8 | x | -2.4 | x
43 | CO[C@H]1CN(C)C(=O)c2ccc(NC(C)=O)cc2OC[C@H](C)N(Cc2ccncc2)C[C@@H]1C | -0.5[16.7 µM] | -7.8 | x | 2.4 | -0.7 | 22.9 | 1.4
44 | Cc1ccc(NCN2C(=O)C(=O)c3ccccc32)nc1 | 2.2 | x | 23.2 | -19.9 | x | 5.3 | x
45 | O=C1C(C=Nc2ccc(F)cc2)=C(O)c2ccccc21 | -4.4 | 1.1 | -112.7 | 2.2 | -5.8 | 6.1 | -60.2
46 | COc1cccc(CC2(CO)CCN(Cc3cnc(N4CCOCC4)s3)CC2)c1 | x | 2.6 | 13.7 | -12.5 | -0.9 | 9.1 | 14.2
47 | CCCCCNC(=O)C(c1cc2ccccc2o1)n1c(=O)c(-c2ccccc2)nc2ccccc21 (stereo not drawn) | x | -14.7 | 13.3 | 28.0 | -1.3 | -0.5 | -3.2
48 | CCOC(=O)C1=CCC(c2cccc(C)c2)N(S(=O)(=O)c2ccc(C)cc2)C1 (stereo not drawn) | 22.6 | -9.5 | 2.4 | -6.4 | -0.8 | 2.0 | -4.1
49 | COc1ccccc1C(NC(=O)C1CCN(CCc2ccc(Br)cc2)CC1)c1ccccn1 (stereo not drawn) | -2.1 | 3.7 | -9.8 | -2.5 | 2.1 | 2.3 | 12.0
50 | N#Cc1cccc(C(=O)C(=O)N2CCC(c3ccccc3)CC2)c1 | x | -4.3 | 18.6 | 4.6 | -3.9 | 4.8 | -10.9
51 | CC(C)(C)CN1C(=O)C(=O)NC[C@@H]1CC1CCCCC1 | x | -3.2 | -22.2 | -4.9 | -1.1 | 3.1 | -8.0
52 | Cc1nn(-c2ccccc2)c(Cl)c1/C=N/Nc1nc2ccccc2n1C | x | 4.3 | -74.8 | -5.2 | -0.6 | 3.7 | -340.4
53 | C[C@@H]1CN([C@@H](C)CO)C(=O)c2cc(NC(=O)C3CCCCC3)ccc2O[C@@H](C)CCCCO[C@@H]1CN(C)C(=O)Nc1ccc2c(c1)OCO2 | 4.8[16.7 µM] | x | x | -3.2 | -4.6 | x | -4.9
54 | O=C(Nc1cccc(Cl)c1)c1csc([C@H]2C[C@H](O)[C@@H](CO)O2)n1 | 5.9 | 0.4 | -188.1 | x | -0.3 | -12.2 | -96.7
55 | C[C@H](CO)N1C[C@H](C)[C@H](CN(C)C)Oc2ccc(NC(=O)NC3CCCCC3)cc2CC1=O | -5.1[16.7 µM] | 4.1 | -4.3 | 11.0 | -4.9 | -1.1 | -0.7
56 | O=C(COc1cccnc1[N+](=O)[O-])Nc1ccccc1Sc1ccccc1 | 5.9 | 32.5* | 53.2 | 15.8 | -2.1 | -8.5 | -6.4
57 | Cc1ccc(S(=O)(=O)Nc2ccccc2C(=O)N2CCCCCC2)cc1 | x | -10.0 | -0.7 | -0.4 | -9.0 | -2.9 | 2.3
58 | O=C(NC(=S)Nc1ccc2[nH]c(=O)[nH]c2c1)c1cccc(F)c1 | x | 0.1 | -25.2 | 16.3 | 0.1 | -3.2 | 6.6
59 | O=C(Nc1c2c(nn1-c1ccccc1)CS(=O)C2)c1ccc2c(c1)OCO2 (stereo not drawn) | x | 5.8 | 1.0 | 11.2 | -1.1 | 0.7 | x
60 | CCc1cc(=O)oc2cc(OC(C)C(=O)NCC3CCC(C(=O)O)CC3)c(Cl)cc12 (stereo not drawn) | -5.7 | 0.2 | x | 29.1 | 0.2 | x | 1.2
